# Source: PubChem (several laboratories)
# GAA850 FXN act: FXN promoter activators, primary screen, cell-based, luciferase luminescence, HEK293 lucGAA850; HEK293 lucGAA850 FXN promoter luciferase reporter, 24 h; percent of 10 µM SAHA response; activation, % at 6 µM; 360,000 tested, 0.56% active;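 active = activation above the average of all compounds screened plus 3 SD, cutoff fixed separately per campaign, cut at about 7.5% in these data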;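 also: 0% = DMSO wells and 100% = 10 µM SAHA wells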
# GC-B act: human GC-B receptor activators, primary screen, HEK293 GC-B cells, cGMP TR-FRET, EC30 CNP. Atrial natriuretic peptide receptor 2 (Homo sapiens), P20594. 0% at EC30 CNP, 100% saturating CNP. activation, % at 10 µM. 370,000 tested, 0.11% active. AID 1920062, 2024;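 active = activation at 10 µM reaching about 35% in either raw or pattern-adjusted values, limit read from the data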
# rCAG RNA binder: binders of r(CAG) RNA repeats, primary screen, biochemical, fluorescence | r(CAG) RNA repeat, TO-PRO-1 dye displacement fluorescence | inhibition, % at 3 µM | 370,000 tested, 1.3% active | AID 651821, 2012;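 active = inhibition above the plate cutoff, the mean of all test compounds on that plate plus 3 SD, cut at about 35% in these data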;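 also: 0% = DMSO alone and 100% = 100 µM mitoxantrone as full dye displacement; higher means more dye released from RNA so lower well fluorescence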
# DDE Tn6 FP inh: inhibitors of Tn6 peptide binding to fibrin DD(E), primary screen, biochemical, fluorescence polarization, human fibrin, Tn6 probe. Fibrinogen beta chain (Homo sapiens), P02675. Fibrin DD(E) TRITC-Tn6 fluorescence polarization displacement. inhibition, % at 8.3 µM. 370,000 tested, 0.21% active. AID 720509, 2013;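 active = inhibition above a per-campaign cutoff: mean of compounds within control limits plus 3 SD, cut at about 15% in these data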;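 also: 0% = median of all compound wells on the plate and 100% = blocking peptide control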
# HGIII-sPLA2 inh: human group III sPLA2 inhibitors, primary screen, biochemical, QFRET, BODIPY PC-A2 liposome substrate | AID 743126, 2013 | Group 3 secretory phospholipase A2 (Homo sapiens), Q9NZ20 | 370,000 tested, 0.56% active | QFRET BODIPY PC-A2 liposome hydrolysis, fluorescence | inhibition, % at 12.2 µM;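 active = inhibition above mean plus 3 SD of compounds lying within the high and low control bounds, cut at about 19% in these data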;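 also: 0% = median of test compound wells and 100% = no enzyme DMSO wells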
# ARFGAP1 inhibitor: inhibitors of rat ARFGAP1 GAP activity, primary screen, biochemical, fluorescence polarization, GDP tracer. Arfgap1-stimulated ARF1 GTP hydrolysis, GDP FP detection. 360,000 tested, 0.26% active. ADP-ribosylation factor GTPase-activating protein 1 (Rattus norvegicus), Q62848. inhibition, % at 16.5 µM;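 active = inhibition above a per-plate limit, mean inhibition of low control wells plus 3 SD, cut at about 25% in these data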;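 also: 0% = DMSO wells with enzyme and 100% = wells lacking Arfgap1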
#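 material = rat Arfgap1 catalytic domain, aa 1-136 | also added = human ARF1(Δ1-17)-GTP substrate | compound dosing = one concentration, 16.5 µM, DMSO 1.26% | times = GTP hydrolysis reaction 2 h at 25 °C | measured by = FP, GDP Alexa 633 tracer displaced from anti-GDP antibody, 620/688 nm | evaluation = percent inhibition of Arfgap1-stimulated GTP hydrolysis | replication = single well per compound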
# NPR1 activator: GC-A stimulated cGMP production enhancers – HEK293 GC-A cells, cGMP TR-FRET, EC30 ANP, primary screen. Atrial natriuretic peptide receptor 1 (Homo sapiens), P16066. 0% at EC30 ANP, 100% saturating ANP. activation, % at 10 µM. 370,000 tested, 0.14% active. AID 1671463, 2021; in the data active = activation above about 40%
# Target sequence (P16066 whole entry, looked up): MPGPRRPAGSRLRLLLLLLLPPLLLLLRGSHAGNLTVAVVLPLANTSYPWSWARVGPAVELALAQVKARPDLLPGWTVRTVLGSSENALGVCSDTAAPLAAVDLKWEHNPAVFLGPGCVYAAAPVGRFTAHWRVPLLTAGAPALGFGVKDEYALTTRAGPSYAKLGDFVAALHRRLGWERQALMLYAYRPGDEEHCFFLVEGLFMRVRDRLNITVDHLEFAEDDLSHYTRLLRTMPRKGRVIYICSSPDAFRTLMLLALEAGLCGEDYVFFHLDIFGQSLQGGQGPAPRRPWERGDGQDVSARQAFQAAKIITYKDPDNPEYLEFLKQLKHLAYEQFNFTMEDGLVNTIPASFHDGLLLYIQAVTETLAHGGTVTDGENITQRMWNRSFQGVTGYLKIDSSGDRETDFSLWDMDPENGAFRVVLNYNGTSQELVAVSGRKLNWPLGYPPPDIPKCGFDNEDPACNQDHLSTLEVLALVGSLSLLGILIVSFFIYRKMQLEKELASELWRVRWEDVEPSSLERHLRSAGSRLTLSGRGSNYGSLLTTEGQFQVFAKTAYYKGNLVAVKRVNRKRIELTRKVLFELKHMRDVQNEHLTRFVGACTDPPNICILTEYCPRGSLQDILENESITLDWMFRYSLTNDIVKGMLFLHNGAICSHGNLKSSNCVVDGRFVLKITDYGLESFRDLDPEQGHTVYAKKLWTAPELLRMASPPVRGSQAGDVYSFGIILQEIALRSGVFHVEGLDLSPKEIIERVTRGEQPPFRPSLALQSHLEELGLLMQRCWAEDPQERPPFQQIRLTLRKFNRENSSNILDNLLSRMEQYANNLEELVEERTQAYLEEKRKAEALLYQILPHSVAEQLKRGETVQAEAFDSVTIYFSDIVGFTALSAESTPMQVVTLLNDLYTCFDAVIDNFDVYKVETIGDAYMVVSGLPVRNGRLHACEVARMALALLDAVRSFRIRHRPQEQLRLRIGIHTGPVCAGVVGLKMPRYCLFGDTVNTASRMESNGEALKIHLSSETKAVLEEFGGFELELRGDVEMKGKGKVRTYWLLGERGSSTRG
# KLK7 zymogen act: proKLK7 zymogen activators, primary screen, biochemical, fluorescence intensity | Kallikrein-7 (Homo sapiens), P49862 | purified proKLK7, EDANS-DABCYL substrate fluorescence; 100% is mature enzyme control, 0% vehicle | activation, % at 7 µM | 370,000 tested, 0.9% active | AID 652039, 2013;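 active = activation above the mean of all tested compounds plus 3 SD, computed per campaign excluding outliers beyond control limits, cut at about 13% in these data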
# ASAP1 GAP inh: inhibitors of human ASAP1 ArfGAP activity, primary screen, biochemical, fluorescence polarization. 360,000 tested, 0.19% active. inhibition, % at 16.5 µM. ASAP1-stimulated ARF1 GTP hydrolysis, GDP FP detection. Arf-GAP with SH3 domain, ANK repeat and PH domain-containing protein 1 (Homo sapiens), …; in the data active = inhibition above about 25%;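 also: 0% = vehicle with enzyme and substrate and 100% = no enzyme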
# ADAM10 inh: human ADAM10 inhibitors, primary screen, biochemical, QFRET, HTS; 370,000 tested, 0.62% active; Disintegrin and metalloproteinase domain-containing protein 10 (Homo sapiens), O14672; inhibition, % at 7 µM; AID 720582, 2013; recombinant ADAM10, EDANS/DABCYL FRET peptide cleavage, 3 h;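 active = inhibition above a per-campaign cutoff equal to the mean of compounds falling between control-based bounds plus 3 SD, cut at about 20% in these data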;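 also: 0% = DMSO wells while the 100% control is not disclosed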
# Active calls of the source: *; . = no result given; & = joins results of further samples.
SMILES,GAA850 FXN act,GC-B act,rCAG RNA binder,DDE Tn6 FP inh,HGIII-sPLA2 inh,ARFGAP1 inhibitor,NPR1 activator,KLK7 zymogen act,ASAP1 GAP inh,ADAM10 inh
CC(C)(C)NC(=O)CSc1nccn1Cc1ccccc1,-0.5,0,-4,-2,-3,0,2,-0.6,2,2
c1cc2ccc3ccc(-n4cnnn4)c4ccc(c1)c2c34,0.9,-8,13,2,-11,16,-1,-2.0,16,-314
CCOC(=O)c1c(C)[nH]c(C(=O)OCC(=O)N(C)CC(=O)Nc2ccccc2Cl)c1C,-0.4,-1,-3,0,3,-7,-6,-0.6,1,-8
FC(F)(F)c1cccc(-c2nc3ccccc3n2C(c2ccccc2)c2nc3ccccc3[nH]2)c1 (stereo not given),.,-10,10,-5,-3,2,-14,0.8,3,-63
O=C(CSc1cccc[n+]1[O-])Nc1ccc2c(c1)OCCO2,2.1,1,3,2,7,2,3,0.1,-5,-6
Cn1c(/N=C/c2cc(Cl)ccc2O)nc2ccccc21,.,3,2,5,6,3,5,-1.0,12,-11
O=C(O)c1ccc(N/N=C/c2ccc(OC(=O)c3cccc(Cl)c3)cc2)cc1,-8.5,-6,29,-10,-7,-3,2,-0.4,-3,-1
COc1nc(Nc2ccc(O)cc2)nc(OC(C(F)(F)F)C(F)(F)F)n1,1.8,3,0,7,-11,13,15,-0.3,4,7
CN1OC[C@@H]2CN[C@H](c3ccc(-c4ccccc4)cc3)C[C@@H]21,2.3,2,-1,1,10,-7,-1,-0.3,-8,-8
Cc1csc(NC(=O)CCC(=O)N(CC(=O)NC2CCCC2)Cc2ccccc2)n1,0.3,6,-8,-5,-1,-2,2,-1.2,19,-6
COC(=O)c1ccc2c(c1)S(=O)(=O)NC(=NCc1ccco1)S2,-0.8,1,8,-5,-6,3,0,-0.2,-4,7
COc1ccc(C(C)=O)c2c1OCCO2,1.5,3,5,-8,3,7,0,-0.7,0,-4
COCc1c(C(=O)N2CCN(Cc3nc4ccccc4s3)CC2)oc2ccccc12,1.9,5,1,-1,-13,-13,1,0.2,-19,-2
C/C(N)=C(/C#N)C(=O)CSc1nnc(-c2ccc(OC(F)F)cc2)o1,7.0&7.3,-1&-3,5&5,3&5,-10&-12,1&4,3&12,0.2&-0.2,2&-14,-16&1
COc1ccc(NC(=O)/C(=C\c2cccnc2)NC(=O)c2cccs2)cc1,-0.5,-5,-2,-8,7,-6,-1,-0.4,8,-3
COc1cc(NCC(=O)Nc2cccc(S(=O)(=O)N3CCCCC3)c2)cc(OC)c1OC,1.8,0,18,-4,-7,3,-1,0.2,3,4
CCCCOc1ccccc1C1NC(=O)NC(C)=C1C(=O)OCCOC (stereo not given),-2.2,-5,-5,-4,-2,4,-7,-0.1,-1,7
Nc1[nH]nc2nnc(-c3c(-c4ccccc4)nn4ccccc34)cc12,.,-13,.,-6,22*,.,-9,.,.,-10
CN(C)N=Nc1nc2c(c(=O)n(C)c(=O)n2C)n1CC1CO1 (stereo not given),-1.6,-2,-2,-6,8,-2,3,-0.5,6,-7
O=C(O)c1cccc(NC(=S)NC(=O)c2cccc(OCc3ccccc3)c2)c1,0.5,-1,61*,1,-29,-2,-4,0.6,11,4
CCOCCCNC(=S)N1CCN(Cc2ccc3c(c2)OCO3)CC1,1.8,6,-8,-9,15,1,1,-0.2,3,-10
COCCn1c(SCC(=O)Nc2ccc(Cl)cn2)nnc1-c1ccncc1,-0.7,1,-3,-2,-2,-5,0,-0.1,-19,3
CCCCn1c(N)c(N(CCC(C)C)C(=O)c2cc(-c3ccco3)nc3ccccc23)c(=O)[nH]c1=O,3.5,-6,12,1,-2,-4,-1,6.8,-1,-77
O=C(CCc1ccccc1)Nc1nccs1,2.6,1,-2,-3,0,-11,3,0.5,-7,10
CC(=O)Nc1ccc(NC(=O)Cn2cnc3c(nnn3Cc3ccc(F)cc3)c2=O)cc1,0.4,3,5,5,-6,-2,0,-0.1,1,0
# The list goes on:
SMILES,GAA850 FXN act,GC-B act,rCAG RNA binder,DDE Tn6 FP inh,HGIII-sPLA2 inh,ARFGAP1 inhibitor,NPR1 activator,KLK7 zymogen act,ASAP1 GAP inh,ADAM10 inh
CCc1ccc2c(c1)NC(=O)C2(C)Cc1ccccc1 (stereo not given),2.6,-9,-2,9,2,6,-7,0.0,8,3
Cc1ccc(S(=O)(=O)C2(C(=O)Nc3ccc4c(c3)OCO4)CC2)cc1,-0.1,6,1,-1,12,-8,0,0.2,3,-19
O=C(COCc1cc(-c2ccc3c(c2)OCO3)on1)N1CCN(c2ccccc2)CC1,-0.1,-1,5,-18,4,19,-6,0.8,11,2
O=C(N[C@@H](Cc1ccccc1)C(=O)NCP(=O)(O)OC(Cc1ccccc1)C(=O)O)OCc1ccccc1 (stereo not given in full),.,-3,.,4,5,.,2,.,.,-2
CCOC(=O)C(C#N)=C1CCN(Cc2ccccc2)CC1,-0.3,2,1,-2,7,0,7,-0.3,-12,-2
NC(=O)c1ccc(NC(=O)COC(=O)/C=C/c2ccc(Br)o2)cc1,1.6,3,14,3,-4,0,-4,0.2,3,-30
O=C(Cn1nnc(-c2cccs2)n1)N1c2ccccc2Sc2ccc(C(F)(F)F)cc21,0.1,2,8,-2,-21,-5,2,-0.5,12,12
CC(=O)c1cccc(NC(=O)CC2SC(N3CCCCC3)=NC2=O)c1 (stereo not given),-2.1,4,-2,-3,1,-11,4,-0.5,-4,-2
O=C(CCCN1C(=O)NC2(CCCC2)C1=O)NCc1ccccc1,1.1,9,-2,-1,-1,-7,2,-0.6,15,-7
Cc1cccc(N2CCN(C(=O)c3cccc(S(=O)(=O)N4CCOCC4)c3)CC2)c1C,0.0,0,-2,8,4,-6,-1,-0.2,-8,-4
O=C(CN(Cc1ccc(F)cc1)C(=O)CNS(=O)(=O)c1ccccc1)NCC1CCCO1 (stereo not given),1.5,-1,-3,-6,1,11,-7,-0.4,-6,-3
Cc1ccc(C(=O)OCC(=O)Nc2ccccc2C(F)(F)F)cc1S(=O)(=O)N1CCCCC1,0.1,0,-3,-8,-10,3,-1,0.8,-14,5
Cn1c(SCc2cccnc2)nc2c(c1=O)SCC2,0.7,-5,-4,3,4,-6,-1,0.1,-1,-5
Cn1nc(CC(=O)N2CCN(c3ccccc3)CC2)c2ccccc2c1=O,0.4,2,1,-13,3,-5,1,0.2,-8,17
CN(NC1OC(=O)c2ccccc21)c1ncc(Cl)cc1C(F)(F)F (stereo not given),2.9,0,8,-3,2,5,1,-0.9,-17,-11
Cc1cc(F)ccc1S(=O)(=O)NCC(c1cccnc1)N1CCc2ccccc21 (stereo not given),-0.5,-12,0,-6,-6,-2,-17,-0.3,11,13
FC(F)(F)c1cc(-c2ccccc2)nc(N2CCCCC2)n1,-0.4,1,-1,-1,3,2,-4,-0.1,15,9
Cc1ccccc1/C(N)=N/O,1.3,1,-3,2,7,4,3,-0.3,5,-5
Cc1cccc(CCN(CC(=O)NC2CCCCC2)C(=O)c2csnn2)c1,-1.3,3,-4,-4,-1,-5,-1,0.1,-13,-4
Cc1ccccc1NC(=O)C1(NC(=O)c2cccc(N3C(=O)CSC3c3ccccc3)c2)CCCCC1 (stereo not given),-9.8,4,0,6,-18,19,0,1.0,-6,-9
CC(C)(C)n1nnnc1C(c1cccnc1)N1CCN(c2cccc(C(F)(F)F)c2)CC1 (stereo not given),0.3,5,2,-6,-4,6,0,-0.3,3,0
COc1ccc(Cl)cc1NC(=O)CN(C)C(=O)c1cc2c(F)cccc2s1,-3.0,-7,3,5,-12,16,-2,-0.2,8,9
CCOC(=O)C1CC2=C(CCCC2=O)NC1=O (stereo not given),-0.1,10,0,9,12,1,-1,-0.1,-1,-8
Cc1ccccc1NC(=S)N(CCCN1CCOCC1)Cc1cccs1,0.0,-9,-3,0,-2,-2,-7,0.0,-1,9
CCCCCCCCNS(=O)(=O)CC1NCc2ccccc21 (stereo not given),.,-1,5,-2,0,.,-1,-0.2,.,-2

# In the list so far, these have fluorine.
SMILES,GAA850 FXN act,GC-B act,rCAG RNA binder,DDE Tn6 FP inh,HGIII-sPLA2 inh,ARFGAP1 inhibitor,NPR1 activator,KLK7 zymogen act,ASAP1 GAP inh,ADAM10 inh
FC(F)(F)c1cccc(-c2nc3ccccc3n2C(c2ccccc2)c2nc3ccccc3[nH]2)c1 (stereo not given),.,-10,10,-5,-3,2,-14,0.8,3,-63
COc1nc(Nc2ccc(O)cc2)nc(OC(C(F)(F)F)C(F)(F)F)n1,1.8,3,0,7,-11,13,15,-0.3,4,7
C/C(N)=C(/C#N)C(=O)CSc1nnc(-c2ccc(OC(F)F)cc2)o1,7.0&7.3,-1&-3,5&5,3&5,-10&-12,1&4,3&12,0.2&-0.2,2&-14,-16&1
CC(=O)Nc1ccc(NC(=O)Cn2cnc3c(nnn3Cc3ccc(F)cc3)c2=O)cc1,0.4,3,5,5,-6,-2,0,-0.1,1,0
O=C(Cn1nnc(-c2cccs2)n1)N1c2ccccc2Sc2ccc(C(F)(F)F)cc21,0.1,2,8,-2,-21,-5,2,-0.5,12,12
O=C(CN(Cc1ccc(F)cc1)C(=O)CNS(=O)(=O)c1ccccc1)NCC1CCCO1 (stereo not given),1.5,-1,-3,-6,1,11,-7,-0.4,-6,-3
Cc1ccc(C(=O)OCC(=O)Nc2ccccc2C(F)(F)F)cc1S(=O)(=O)N1CCCCC1,0.1,0,-3,-8,-10,3,-1,0.8,-14,5
CN(NC1OC(=O)c2ccccc21)c1ncc(Cl)cc1C(F)(F)F (stereo not given),2.9,0,8,-3,2,5,1,-0.9,-17,-11
Cc1cc(F)ccc1S(=O)(=O)NCC(c1cccnc1)N1CCc2ccccc21 (stereo not given),-0.5,-12,0,-6,-6,-2,-17,-0.3,11,13
FC(F)(F)c1cc(-c2ccccc2)nc(N2CCCCC2)n1,-0.4,1,-1,-1,3,2,-4,-0.1,15,9
CC(C)(C)n1nnnc1C(c1cccnc1)N1CCN(c2cccc(C(F)(F)F)c2)CC1 (stereo not given),0.3,5,2,-6,-4,6,0,-0.3,3,0
COc1ccc(Cl)cc1NC(=O)CN(C)C(=O)c1cc2c(F)cccc2s1,-3.0,-7,3,5,-12,16,-2,-0.2,8,9

# Rows are unselected. About 4.5% of those tested had a hit in this group.
